Screens deposited in PubChem by National Center for Advancing Translational Sciences (NCATS).
APEX1 inh: APE1 (human) endonuclease inhibition. P27695. recombinant APE1, TAMRA/BHQ-2 abasic DNA cleavage fluorescence. Potency, µM (doses to about 65.8 µM), for inactives: at the highest dose activity change, negative = inhibition, actives largely listed as inhibitors. 350,000 compounds, 0.35% hits;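 note: plate controls were vehicle for no effect and reference inhibitor for full effect; nearly all actives have a fitted effect of over 55% in size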
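Incision of a quenched TAMRA/BHQ-2 THF abasic-site duplex (50 nM) by 0.75 nM APE1, after 15 min compound preincubation, measured as fluorescence increase over three 60 s reads. Values normalized to buffer, DMSO and NSC13755 control wells.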
Apoferritin bind: binds horse apoferritin like a general anesthetic. Potency, µM (titrated, usually from 77.5 µM), for the others: at the highest dose activity change, negative = displacement, actives largely listed as inhibitors. 350,000 compounds, 0.074% hits. AID 485281. P02791. apoferritin/1-aminoanthracene competitive binding, fluorescence; note: % is set by controls: 0 for no effect and ±100 for the full control effect; nearly all actives have a fitted effect of over 20% in size
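Horse-spleen apoferritin (10 uM) in 50% saturated 1-aminoanthracene in PBS was incubated 10 min at room temperature with compound. Fluorescence (ex 380, em 535 nm) was normalized to free and bound 1-AMA, with concentration-response fitted by a four-parameter Hill equation.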
Pol iota inh: inhibitors of human DNA polymerase iota. Q9UNA4. Pol iota fluorescent replication assay, 10 min. Potency, µM (top dose mostly 115 µM), inactives show at the highest dose activity, negative = inhibition, hits mostly inhibitors. 390,000 compounds, 1% hits
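Pol iota at 10 nM preincubated 15 min with compounds at room temperature; reaction started with fluorescent substrate, 50 nM final. Fluorescence read kinetically at 0 and 10 min; buffer-only wells as negative control.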
BAZ2B inh: BAZ2B (human) inhibition; AlphaScreen BAZ2B-H3K14Ac peptide displacement; 360,000 compounds, 4.4% hits; Q9UIF8; AID 504333; Potency, µM (series often up to 114 µM), for the others: top-dose activity change, negative = inhibition, hits mostly inhibitors; note: % is set by controls: 0 for no effect and ±100 for the full control effect; nearly all actives have a fitted effect of over 60% in size
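Complex of BAZ2B and biotin-H3K14Ac (50 nM apiece) forms over 30 min at RT, then faces library compounds up to 110 uM for another 30 min; AlphaScreen beads added, 20 min dark incubation, luminescence read.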
G9a inh: blocks human histone lysine methyltransferase G9a; G9a H3K9 monomethylation, AlphaScreen, 2 h; Potency, µM (series often up to 102 µM), for the others: top-dose activity, negative = inhibition, hits mostly inhibitors; 350,000 compounds, 8.8% hits; AID 504332; note: % is set by controls: 0 for no effect and ±100 for the full control effect; nearly all actives have a fitted effect of over 75% in size
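G9a (20 nM) preincubated 15 min RT with compounds, then 500 nM biotinylated H3K9 peptide and 20 uM SAM added; 2 h RT reaction. Monomethyl-H3K9 product detected by AlphaScreen with anti-H3K9me1 antibody, streptavidin donor and anti-rabbit IgG acceptor beads.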
Pol kappa inh: DNA polymerase kappa (human) inhibition; purified Pol kappa, fluorescent DNA synthesis assay, 10 min; Potency, µM (doses to about 107 µM), without a hit: at the top dose activity, negative = inhibition, actives largely listed as inhibitors; 400,000 compounds, 0.53% hits; AID 588579; Q9UBT6; note: % is set by controls: 0 for no effect and ±100 for the full control effect
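Kinetic fluorescence screen: compound preincubated 15 min RT with 10 nM enzyme; 50 nM substrate (final) initiates; reads at 0/10 min.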
Pol eta inh: DNA polymerase eta (human) inhibition. Q9Y253. 390,000 compounds, 1.2% hits. Potency, µM (top dose mostly 114 µM), for the others: at the top dose activity change, negative = inhibition, usual class: inhibitors. recombinant Pol eta, fluorescent DNA replication assay; note: % is set by controls: 0 for no effect and ±100 for the full control effect
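Pol eta (10 nM) was preincubated with compounds for 15 min at room temperature, after which fluorescent replication substrate (50 nM final) was added to start the reaction. Fluorescence was read kinetically at 0 and 10 min.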
Pol beta inh: inhibitors of human DNA polymerase beta; P06746; Pol beta primer extension/strand displacement, fluorescence kinetic; Potency, µM (top dose mostly 114 µM), without a hit: at the top dose activity change, negative = inhibition, most hits filed as inhibitors; 340,000 compounds, 1.3% hits; AID 485314; note: % is set by controls: 0 for no effect and ±100 for the full control effect
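Pol beta (10 nM) and compounds were preincubated 15 min at room temperature, then 50 nM substrate (final) started primer extension/strand displacement. Reads were taken at 0 and 10 min; concentration-response data were fitted to a four-parameter Hill equation.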
BLM inh: inhibitors of human Bloom syndrome helicase BLM; P54132; recombinant BLM DNA unwinding, fluorescence dequenching; Potency, µM (doses to about 56.1 µM), inactives show top-dose activity change, negative = inhibition, usual class: inhibitors; 350,000 compounds, 0.2% hits;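 note: plate controls were vehicle for no effect and no enzyme for full effect; nearly all actives have a fitted effect of over 35% in size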
Target sequence (P54132 whole entry, looked up): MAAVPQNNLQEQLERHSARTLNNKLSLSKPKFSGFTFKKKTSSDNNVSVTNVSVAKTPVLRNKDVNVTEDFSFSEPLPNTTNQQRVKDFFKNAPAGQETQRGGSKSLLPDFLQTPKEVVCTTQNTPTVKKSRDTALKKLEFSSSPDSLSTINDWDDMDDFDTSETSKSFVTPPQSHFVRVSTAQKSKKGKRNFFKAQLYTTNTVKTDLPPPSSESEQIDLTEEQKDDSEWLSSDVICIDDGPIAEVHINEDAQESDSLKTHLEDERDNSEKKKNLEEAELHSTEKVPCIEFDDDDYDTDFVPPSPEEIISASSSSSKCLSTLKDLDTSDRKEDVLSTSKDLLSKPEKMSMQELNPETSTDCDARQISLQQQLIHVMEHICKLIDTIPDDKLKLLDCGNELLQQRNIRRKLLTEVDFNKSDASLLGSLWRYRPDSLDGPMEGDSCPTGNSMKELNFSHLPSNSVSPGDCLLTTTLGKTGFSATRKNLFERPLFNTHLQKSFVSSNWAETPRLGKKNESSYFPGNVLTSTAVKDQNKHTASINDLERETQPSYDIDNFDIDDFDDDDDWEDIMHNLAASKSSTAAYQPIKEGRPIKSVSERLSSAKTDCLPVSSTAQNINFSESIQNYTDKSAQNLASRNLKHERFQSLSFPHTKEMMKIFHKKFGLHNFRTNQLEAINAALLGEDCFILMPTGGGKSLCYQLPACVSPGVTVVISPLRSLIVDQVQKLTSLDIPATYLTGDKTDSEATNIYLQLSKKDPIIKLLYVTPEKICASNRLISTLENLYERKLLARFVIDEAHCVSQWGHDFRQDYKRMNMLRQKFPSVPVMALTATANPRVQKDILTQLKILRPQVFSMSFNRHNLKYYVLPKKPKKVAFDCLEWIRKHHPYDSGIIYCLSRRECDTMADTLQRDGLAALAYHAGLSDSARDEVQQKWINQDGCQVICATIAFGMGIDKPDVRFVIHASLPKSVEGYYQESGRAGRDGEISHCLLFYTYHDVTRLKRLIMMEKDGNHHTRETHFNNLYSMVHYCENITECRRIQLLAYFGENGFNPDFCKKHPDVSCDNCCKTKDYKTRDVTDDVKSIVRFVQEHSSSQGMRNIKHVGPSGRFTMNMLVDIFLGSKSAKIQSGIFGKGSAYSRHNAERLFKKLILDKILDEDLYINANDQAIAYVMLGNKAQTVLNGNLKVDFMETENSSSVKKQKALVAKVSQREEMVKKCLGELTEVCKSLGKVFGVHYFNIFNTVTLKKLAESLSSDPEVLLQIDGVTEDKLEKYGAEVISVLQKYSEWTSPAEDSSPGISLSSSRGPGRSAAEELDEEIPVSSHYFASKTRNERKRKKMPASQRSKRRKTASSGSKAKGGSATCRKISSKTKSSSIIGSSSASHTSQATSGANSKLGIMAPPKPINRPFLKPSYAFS
Numbers without * were called inactive; ? = inconclusive; nt = no result given; & = joins results of further samples; [ ] = another dose, or the depositor's remark. Calls come from the whole dose curve; as a rule, active = well fitted curve in the direction sought with a large enough effect; inconclusive = small, poorly fitted or top-dose-only effect, or another doubt; inactive = no such curve, though single readings can be large; an effect the other way counts as inactive or inconclusive. Potency is the fitted concentration of half-maximal effect.

SMILES | APEX1 inh | Apoferritin bind | Pol iota inh | BAZ2B inh | G9a inh | Pol kappa inh | Pol eta inh | Pol beta inh | BLM inh
CC1CCCN(C(=S)Nc2ccc3nc4n(c(=O)c3c2)CCCCC4)C1 (stereo unspecified) | -4% | 8% | -3% | 2% | 8% | -9% | -17% | 17% | 2%
O=C(Nc1cccc([N+](=O)[O-])c1)Nc1cccc([N+](=O)[O-])c1 | 0% | -11% | 22% | -28% | ? | -1% | -16% | ? | -5%
O=C(CCCCCn1c(=S)[nH]c2cc3c(cc2c1=O)OCO3)N1CCN(Cc2ccccc2)CC1 | -2% | -8% | 6% | 13% | -3%[59 µM] | -10% | -6% | 16% | -1%
CCc1ccc(-n2nc(CO)c(C(=O)NCCCCc3ccccc3)n2)cc1 | nt | -6% | 23% | 2% | 8%[59 µM] | -11% | -8% | 36% | -9%
CCC(C)[C@H](NC(=O)Nc1ccc(C(C)=O)cc1)C(=O)OC (stereo partly specified) | 1% | -5% | 4% | 10% | -6% | 0% | -8% | 9% | -1%
COc1ccc(S(=O)(=O)NCC(c2ccco2)N2CCN(c3ccc(F)cc3)CC2)cc1C (stereo unspecified) | nt | 45%[activator] | 3% | -16% | ? | -17%[60.1 µM] | -2% | 2% | -15%
O=C(NCc1ccccc1)c1ccc2c(=O)n3c(nc2c1)CCCCC3 | 23% | -5% | 40%[activator] | -2% | 3% | -7% | -3% | 0% | -4%
COc1ccc(-c2cc(C(=O)Nc3ccccc3SC)no2)cc1OC | -2% | -8% | -11%[58.9 µM] | -16% | -21% | -8% | -13% | 17% | -1%
Cc1ccc(C)c(OC(=O)c2cccc(S(=O)(=O)N3CCN(C)CC3)c2)c1 | -26% | ? | 10% | ? | 14%[12.7 µM] | -7% | -8% | 17% | -5%
Cc1ccc2ncc([N+](=O)[O-])n2c1 | -5% | -21% | 3% | -10% | 65%[activator][59 µM] | -3% | -6% | 10% | 2%
COc1ccc(/C=C2/C(=O)OCc3cc(OC)c(OC)cc32)cc1 | -2% | -20% | 10% | ? | -45%[59 µM] | -5% | -23% | 14% | -3%
CC(C)c1nn2c(=O)cc(COC(=O)c3ccccc3Cl)nc2s1 | nt | 4% | 30% | -2% | 6%[59 µM] | -2% | -15% | 0% | 2%
Cc1ccc(F)cc1NC(=O)Nc1cc(C(C)(C)C)nn1C | 0% | -9% | 156%[activator] | -13% | 2% | -3% | -21% | 29% | -8%
COCCN(Cc1cc2cc(C)c(C)cc2nc1Cl)C(=O)Nc1ccccc1 | -2% | 5% | -28% | 53%[activator] | -15%[59 µM] | -7% | -7% | -23% | -11%
O=C(O)CCC1(C(=O)O)OCCc2ccccc21 (stereo unspecified) | 11% | 10% | -15% | 4% | 5%[59 µM] | -4% | -6% | 0% | 1%
O=Cc1ccc(OCc2ccc3c(c2)OCO3)cc1 | 10% | ? | 3% | 4% | 29% | -6% | 0% | -1% | -2%
COc1ccc(N2CCN(C(=O)CN3C(=O)NC(C)(c4ccc5ccccc5c4)C3=O)CC2)cc1 (stereo unspecified) | 2% | nt | -2% | ? | -12%[12.7 µM] | -10% | -24% | nt | nt
CC(=O)c1ccc(N2CCN(C(=O)c3cc(-c4cccnc4)nc4ccc(Br)cc34)CC2)cc1 | 7% | -8% | 103%[activator] | -21% | ? | -7% | -20% | -11% | 0%
CC(C)(C)NC(=O)C1CCN(C(=O)c2ccco2)CC1 | 19% | -10% | -19% | -1% | 8% | -8% | -14% | 89% | -2%
CCN(CC)S(=O)(=O)c1ccc(N/N=C/c2ccc(O)cc2O)nc1 | 7% | -16% | 4% | 25µM* | 17%[59 µM] | -5% | -11% | -27% | -12%
Cn1c(Cn2c(=O)sc3ccccc32)nnc1SCC(=O)N1CCc2ccccc21 | 1% | -10% | 19% | -4% | -10%[59 µM] | 4% | -15% | 101% | 4%
O=C(O)CSCC(=O)NCc1cccc(C(F)(F)F)c1 | 1% | -5% | -6% | -27% | ? | 4%[60.1 µM] | 6% | -6% | 0%
Cc1cccc(C(=O)Nc2cc(NC(=O)c3cccs3)ccc2C)c1 | 19% | ? | 23% | 3% | 1% | -8% | -14% | 6% | -3%
Fc1ccc(CN2CCN(C(c3ccccc3)c3ccccc3)CC2)cc1 | -14% | -3% | 2% | 50µM* | 32µM* | -6% | -11% | 1% | -3%
CCCCCc1ccc(-c2cn(Cc3ccc(C)cc3)nn2)cc1 | 1% | -17% | 31%&19% | 5%[57.1 µM] | nt | 6%&-5% | -11% | 3% | -1%

Given as labelled records: 2 of the compounds above.
O=C(Nc1cccc([N+](=O)[O-])c1)Nc1cccc([N+](=O)[O-])c1
  APEX1 inh: 0%
  Apoferritin bind: -11%
  Pol iota inh: 22%
  BAZ2B inh: -28%
  G9a inh: ?
  Pol kappa inh: -1%
  Pol eta inh: -16%
  Pol beta inh: ?
  BLM inh: -5%
O=C(CCCCCn1c(=S)[nH]c2cc3c(cc2c1=O)OCO3)N1CCN(Cc2ccccc2)CC1
  APEX1 inh: -2%
  Apoferritin bind: -8%
  Pol iota inh: 6%
  BAZ2B inh: 13%
  G9a inh: -3%[59 µM]
  Pol kappa inh: -10%
  Pol eta inh: -6%
  Pol beta inh: 16%
  BLM inh: -1%

Following part:
SMILES | APEX1 inh | Apoferritin bind | Pol iota inh | BAZ2B inh | G9a inh | Pol kappa inh | Pol eta inh | Pol beta inh | BLM inh
O=C(Nc1ccccc1F)c1cnc(N2CCCCC2)c2ccccc12 | nt | 339%[activator] | -17% | 25% | 79%[activator][59 µM] | -13%[60.1 µM] | -17% | -8% | -1%
COC(=O)c1sccc1NC(=O)Cn1cnc2c1c(=O)n(C)c(=O)n2C | -3% | 2% | ? | 2% | 9%[59 µM] | -1% | -17% | -2% | 0%
COc1ccc(OCCN2CCN(S(=O)(=O)c3ccccc3C#N)CC2)cc1 | 33% | nt | -21% | -5% | -29% | -1% | -23% | nt | nt
Cc1ccccc1OCC(O)CN1CCC(C)CC1 (stereo unspecified) | 4% | -5% | 0% | -19% | 0% | -6% | -15% | 28% | 1%
CCOc1ccccc1NC(=O)CCn1c(-c2ccc(OC)cc2)cc(C(C)=O)c1C | nt | -14% | -3% | -1% | 4%[59 µM] | -1%[60.1 µM] | -1% | -1% | 1%
Cc1nnc(-c2ccc(Oc3ccc(Cl)cc3)c([N+](=O)[O-])c2)o1 | 0% | -6% | -1% | ? | 8%[59 µM] | 6% | -20% | 9% | -6%
CC1(c2ccccc2Cl)NC(=O)N(CC(=O)Nc2ccc(N3CCCCC3)cc2)C1=O (stereo unspecified) | 45%[activator] | nt | -12% | 35µM* | 14µM* | -13% | ? | nt | nt
COc1c(C)cc(S(=O)(=O)Nc2cccc(-c3ccc(N4CCOCC4)nn3)c2)c(C)c1C | nt | ? | -5% | -19% | 9%[59 µM] | 1%[60.1 µM] | -8% | -23% | -1%
CC1(C)CC[C@]2(C(=O)O)C(O)C[C@@]3(C)C(=CCC4[C@@]5(C)CCC(O)C(C)(C)C5CC[C@@]43C)C2C1 (stereo partly specified) | -2% | -8% | nt | nt | nt | -4%[60.1 µM] | nt | nt | -1%
Cc1ccc(N(C(=O)c2csnn2)C(C(=O)NC2CCCCC2)c2ccccn2)c(C)c1 (stereo unspecified) | 14% | 4% | 46%[activator] | 3% | 4% | -4% | -24% | -8% | -2%
COc1ccc(S(=O)(=O)N2CCCCCC2)cc1C(=O)N(C)Cc1ccco1 | 51%[activator] | nt | 7% | -19% | 10%[0.501 µM] | 0% | -20% | nt | nt
O=C(O)/C=C\C(=O)Nc1ccccc1C(=O)NC1CCCCC1 | -1% | -13% | 11% | -4% | -7% | -2% | -20% | ? | 0%
CCCSc1nc2[nH]ncc2c(=O)[nH]1 | 9% | -7% | 11% | 5% | -4%[59 µM] | -2% | -9% | 1% | 2%
COc1cccc(CNC(=O)CCCn2c(=O)c3cccn3c3ccc(F)cc32)c1OC | nt | -8% | 20% | 0% | 4%[59 µM] | 0% | -3% | -1% | -1%
C#CCOc1ccc(C2C3=C(CCCC3=O)N(CC(=O)O)C3=C2C(=O)CCC3)cc1Br | 8% | 506%[activator] | ? | 5% | ? | -3% | -5% | 25% | -1%
CCN(CC)S(=O)(=O)c1ccc(NC2CCCc3ccccc32)nc1 (stereo unspecified) | -4% | -14% | 4% | -4% | ? | -20% | -11% | 2% | -11%
COc1ccc(C(=O)Nc2ccc(NC(=O)c3ccccn3)cn2)cc1 | 7% | 0% | ? | -11% | -17% | -26% | -16% | -4% | -4%
COC(=O)C(Cc1ccccc1)NC(=O)CCCC(=O)NCc1cccc(OC)c1 (stereo unspecified) | 26% | 0% | 51%[activator] | -1% | ? | 3% | -9% | ? | -3%
Cc1nc(-c2ccc(F)cc2)sc1CCNC(=O)c1ccco1 | nt | 41%[activator] | 22% | 19% | 5%[59 µM] | 1%[60.1 µM] | -13% | 2% | 0%
O=C(Nc1ccc2c(c1)OCO2)N1CCCC1 | 4% | -6% | 30%[activator] | -1% | -1% | 2% | -13% | 13% | -2%
COCCCn1c(SC(C)C(=O)NC2CC2)nc2ccccc2c1=O (stereo unspecified) | -8% | nt | -29% | -6% | 5% | -1% | 6% | nt | nt
COC(=O)c1ccc(C(=O)Nc2cc(Cl)ccc2Cl)cc1NC(=O)c1ccc(N(C)C)cc1 | 11% | -4% | -18% | -5% | 6%[12.7 µM] | -4% | 0% | -1% | -2%
O=C1c2ccccc2C(Nc2ccc(S(=O)(=O)N3CCCCC3)cc2)N1c1ccccn1 (stereo unspecified) | -11% | -7% | 6% | -1% | ? | -14% | -12% | 2% | -3%
Cc1nnc(NC(=O)CCC(=O)N2CCN(CCOc3cccc4ccccc34)CC2)s1 | -3% | -9% | 142%[activator] | -4% | 10% | -1% | -8% | 5% | -2%
Cc1cc(=O)[nH]c(SCC(=O)Nc2c(C)n(C)n(-c3ccccc3)c2=O)c1C#N | 7% | nt | ? | 12% | -8%[12.7 µM] | -10% | -15% | nt | nt
Cc1nn(CC(=O)NCC2CCCO2)c(=O)c2ccccc12 (stereo unspecified) | 9% | -12% | -3% | -2% | -10% | 9% | -10% | 4% | -1%

These rows are one share of the data; rates above refer to the full screens.
